From PubChem BioAssay
POLH inh – inhibitors of human DNA polymerase eta; Q9Y253; recombinant Pol eta, fluorescent DNA replication assay; Potency, µM (doses to about 114 µM), without a hit: top-dose activity change, negative = inhibition, most hits filed as inhibitors; actives 1.2% (n = 390,000); AID 588591; note: potency is the fitted concentration of half-maximal effect; % is set by controls: 0 for no effect and ±100 for the full control effect
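Pol eta (10 nM) was preincubated with compounds for 15 min at room temperature, after which fluorescent replication substrate (50 nM final) was added to start the reaction. Fluorescence was read kinetically at 0 and 10 min.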
Pol iota inh – blocks human DNA polymerase iota activity. Potency, µM (titrated, usually from 115 µM), inactives show top-dose activity, negative = inhibition, most hits filed as inhibitors. actives 1% (n = 390,000). Pol iota fluorescent replication assay, 10 min. Q9UNA4; note: potency is the fitted concentration of half-maximal effect
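Pol iota at 10 nM preincubated 15 min with compounds at room temperature; reaction started with fluorescent substrate, 50 nM final. Fluorescence read kinetically at 0 and 10 min; buffer-only wells as negative control.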
GRP78 ERSR act – inducers of ER stress response in human glioma cells. U87-MG GRP78 promoter luciferase reporter, 16 h. Potency, µM, for inactives: at the top dose activation, usual class: activators. actives 0.02% (n = 420,000). AID 602332; note: potency is the fitted concentration of half-maximal effect; series mostly up to about 76 µM; % of control where 0% means no effect; nearly all actives have a fitted effect of over 35% in size
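ERSR induction read as luciferase luminescence (Bright-Glo, 10 min at room temperature) in stably transfected human U87-MG glioma cells exposed to compounds for 16 h, using GRP78 as sensor.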
LDHA inh – blocks human lactate dehydrogenase A | P00338 | purified LDHA, NADH/diaphorase-resazurin fluorescence; active compounds read low | activity change, % (values are at about 110 or 230 µM) | actives 0.15% (n = 480,000); in the data active = activity change below about -30%; inconclusive = mostly about -25% to -30%;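 note: plate controls were DMSO wells for no effect and wells without enzyme for full effect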
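Enzyme activity of human lactate dehydrogenase 5 (2 nM; 0.06 mM NADH, 0.2 mM pyruvate, 5 min, RT) is measured via a resazurin/diaphorase fluorescence readout of residual NADH.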
Pol kappa inh – inhibitors of human DNA polymerase kappa | actives 0.53% (n = 400,000) | Q9UBT6 | AID 588579 | purified Pol kappa, fluorescent DNA synthesis assay, 10 min | Potency, µM (series often up to 107 µM), for the others: at the top dose activity, negative = inhibition, most hits filed as inhibitors; note: potency is the fitted concentration of half-maximal effect; % is set by controls: 0 for no effect and ±100 for the full control effect
Target sequence (Q9UBT6 whole entry, looked up): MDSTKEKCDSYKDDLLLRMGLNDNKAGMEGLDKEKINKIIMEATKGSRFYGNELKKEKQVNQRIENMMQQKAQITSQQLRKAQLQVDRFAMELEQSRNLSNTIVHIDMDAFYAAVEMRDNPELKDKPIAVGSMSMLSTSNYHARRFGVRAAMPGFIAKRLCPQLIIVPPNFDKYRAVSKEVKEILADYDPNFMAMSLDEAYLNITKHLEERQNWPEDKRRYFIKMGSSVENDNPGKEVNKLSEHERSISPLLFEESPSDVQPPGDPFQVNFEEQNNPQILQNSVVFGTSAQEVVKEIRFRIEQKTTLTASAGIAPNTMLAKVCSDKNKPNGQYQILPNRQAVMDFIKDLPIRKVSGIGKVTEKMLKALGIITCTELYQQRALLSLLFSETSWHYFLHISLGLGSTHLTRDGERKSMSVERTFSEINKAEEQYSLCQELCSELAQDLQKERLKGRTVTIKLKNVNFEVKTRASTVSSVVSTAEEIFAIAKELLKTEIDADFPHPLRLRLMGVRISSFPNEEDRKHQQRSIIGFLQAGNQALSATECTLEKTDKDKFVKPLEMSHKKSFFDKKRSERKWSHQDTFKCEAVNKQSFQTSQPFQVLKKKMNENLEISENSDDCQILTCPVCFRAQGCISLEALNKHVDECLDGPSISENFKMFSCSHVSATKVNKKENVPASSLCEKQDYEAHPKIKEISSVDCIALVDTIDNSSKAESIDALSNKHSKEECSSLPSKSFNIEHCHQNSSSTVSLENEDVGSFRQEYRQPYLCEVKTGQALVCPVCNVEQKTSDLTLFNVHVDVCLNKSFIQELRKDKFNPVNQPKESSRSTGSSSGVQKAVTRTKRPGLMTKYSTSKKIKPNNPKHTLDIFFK
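10 nM Pol kappa preincubated 15 min at room temperature with compounds, then reaction started with substrate at 50 nM final. Fluorescence read kinetically at 0 and 10 min; buffer-only wells served as negative control.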
Apoferritin bind – candidate novel general anesthetic via apoferritin binding; Potency, µM (titrated, usually from 77.5 µM), for the others: at the top dose activity change, negative = displacement, usual class: inhibitors; actives 0.074% (n = 350,000); P02791; AID 485281; apoferritin/1-aminoanthracene competitive binding, fluorescence; note: potency is the fitted concentration of half-maximal effect; % is set by controls: 0 for no effect and ±100 for the full control effect; nearly all actives have a fitted effect of over 20% in size
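Read-out: endpoint 1-AMA fluorescence, excitation 380 nm and emission 535 nm, after compounds sit 10 min at room temperature with 10 uM horse-spleen apoferritin in 50% saturated 1-AMA/PBS. Values come from four-parameter Hill fits.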
APEX1 inh – inhibitors of human APE1 endonuclease | recombinant APE1, TAMRA/BHQ-2 abasic DNA cleavage fluorescence | actives 0.35% (n = 350,000) | Potency, µM (series often up to 65.8 µM), for inactives: at the top dose activity change, negative = inhibition, actives largely listed as inhibitors | P27695;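 note: potency is the fitted concentration of half-maximal effect; plate controls were vehicle for no effect and reference inhibitor for full effect; nearly all actives have a fitted effect of over 55% in size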
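Quantitative HTS: incision of a TAMRA/BHQ-2 double-stranded substrate bearing a tetrahydrofuran abasic site by 0.75 nM APE1 raises fluorescence. Substrate 50 nM final, added after 15 min compound preincubation at room temperature; progress as third-minus-first kinetic read difference.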
Pol beta inh – blocks human DNA polymerase beta activity; Pol beta primer extension/strand displacement, fluorescence kinetic; P06746; Potency, µM (doses to about 114 µM), for inactives: at the highest dose activity change, negative = inhibition, usual class: inhibitors; actives 1.3% (n = 340,000); note: potency is the fitted concentration of half-maximal effect; % is set by controls: 0 for no effect and ±100 for the full control effect
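Reaction started by 50 nM substrate onto compound-treated Pol beta (10 nM, 15 min preincubation, room temperature); plates read at 0 min and 10 min. Normalized concentration-effect data fitted by four-parameter Hill equation.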
BLM inh – inhibitors of human Bloom syndrome helicase BLM. P54132. actives 0.2% (n = 350,000). recombinant BLM DNA unwinding, fluorescence dequenching. Potency, µM (doses to about 56.1 µM), for inactives: at the highest dose activity change, negative = inhibition, hits mostly inhibitors;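 note: potency is the fitted concentration of half-maximal effect; plate controls were vehicle for no effect and no enzyme for full effect; nearly all actives have a fitted effect of over 35% in size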
The depositor's hits bear a star; & = joins results of further samples; [ ] = another dose, or the depositor's remark. Unless noted, calls come from the whole dose curve; as a rule, active = well fitted curve in the direction sought with a large enough effect; inconclusive = small, poorly fitted or top-dose-only effect, or another doubt; inactive = no such curve, though single readings can be large; an effect the other way counts as inactive or inconclusive.

Results for O=c1[nH]c(/C=C/c2cccc3ccccc23)nc2ccccc12 ?
POLH inh: -14%; Pol iota inh: 83%[activator]; GRP78 ERSR act: 3%; LDHA inh: -10; Pol kappa inh: -4%; Apoferritin bind: -7%; APEX1 inh: 5%; Pol beta inh: 3%; BLM inh: -4%

How did CCNc1ccc(S(=O)(=O)N(C)C)cc1NCC(=O)Nc1ccccc1Br do in these assays?
POLH inh: -21%; Pol iota inh: 74%[activator]; GRP78 ERSR act: -4%; LDHA inh: 2; Pol kappa inh: 3%; Apoferritin bind: -11%; APEX1 inh: 15%; Pol beta inh: 16%; BLM inh: 0%

How did Cc1cc(COC(=O)C2N3C(=O)[C@@H](NC(=O)COc4ccccc4)[C@H]3SC2(C)C)on1 (some centres undefined) do in these assays?
POLH inh: -1%; Pol iota inh: inconclusive; GRP78 ERSR act: -2%&-4%; LDHA inh: -3; Pol kappa inh: -10%&-14%; Apoferritin bind: -16%; APEX1 inh: 33%; Pol beta inh: 18%; BLM inh: -1%

Results for COc1ccc(-c2csc3ncnc(N4CCN(c5cccc(OC)c5)CC4)c23)cc1 ?
POLH inh: -1%; Pol iota inh: 17%; GRP78 ERSR act: -4%; LDHA inh: -6; Pol kappa inh: 3%; Apoferritin bind: -2%; APEX1 inh: 7%; Pol beta inh: 40%; BLM inh: -9%

How did CCCC(=O)N1CCN(c2ccc(NC(=O)c3ccc([N+](=O)[O-])o3)cc2)CC1 do in these assays?
POLH inh: 6%; Pol iota inh: 41%[activator]; GRP78 ERSR act: -18%; LDHA inh: 7; Pol kappa inh: -17%; Apoferritin bind: -15%; APEX1 inh: -12%; Pol beta inh: 1%; BLM inh: -6%

Results for Cc1cc([N+](=O)[O-])cc2ncccc12 ?
POLH inh: -10%; Pol iota inh: 3%; GRP78 ERSR act: 2%; LDHA inh: 2; Pol kappa inh: -1%; Apoferritin bind: -11%; APEX1 inh: -4%; Pol beta inh: -1%; BLM inh: -1%

How did CCOc1ccc(-n2c(SCC(=O)Nc3cc(C)on3)nnc2-c2c[nH]c3ccccc23)cc1 do in these assays?
POLH inh: -5%; Pol iota inh: 17%; GRP78 ERSR act: -1%; LDHA inh: -11; Pol kappa inh: -14%; Apoferritin bind: -23%; APEX1 inh: -8%; Pol beta inh: 5%; BLM inh: -5%

How did Nc1ccc2oc(=O)c3ccccc3c2c1 do in these assays?
POLH inh: 1%; Pol iota inh: 15%; GRP78 ERSR act: 3%; LDHA inh: -4; Pol kappa inh: -7%; Apoferritin bind: -9%; APEX1 inh: -5%; Pol beta inh: 28%; BLM inh: -7%

What do the screens show for `COc1cccc(C(=O)Nc2ccc(-n3nncc3-c3ccccc3)cc2)c1OC`?
POLH inh: -10%; Pol iota inh: 1%; GRP78 ERSR act: -5%; LDHA inh: -14; Pol kappa inh: -12%[60.1 µM]; Apoferritin bind: -10%; Pol beta inh: inconclusive; BLM inh: -3%

What do the screens show for `Cc1ccc2nc(NC(=O)CSc3nccn3Cc3ccccc3)sc2c1`?
POLH inh: -13%; Pol iota inh: -24%; GRP78 ERSR act: 2%; LDHA inh: 2; Pol kappa inh: -12%[60.1 µM]; Apoferritin bind: 12%; Pol beta inh: -1%; BLM inh: -10%

What do the screens show for `CN1CCN(C=Nc2nc3ccccc3nc2N2CCCC2)CC1`?
POLH inh: -21%; Pol iota inh: 160%[activator]; GRP78 ERSR act: -5%; LDHA inh: 3; Pol kappa inh: -4%; Apoferritin bind: -3%; APEX1 inh: 9%; Pol beta inh: 23%; BLM inh: -4%

Results for Cc1cc(Br)ccc1NC(=O)Cn1cc(S(=O)(=O)N2CCN(c3ccccc3F)CC2)c2ccccc2c1=O ?
POLH inh: -14%; Pol iota inh: 3%; GRP78 ERSR act: -4%; LDHA inh: -9; Pol kappa inh: -6%; Apoferritin bind: -8%; Pol beta inh: 11%; BLM inh: -1%

What do the screens show for `Cc1ccc(C(=O)OCC(=O)c2c[nH]c3ccccc23)cc1NC(=O)c1ccco1`?
POLH inh: 4%; Pol iota inh: 85%[activator]; GRP78 ERSR act: 9%; LDHA inh: -1; Pol kappa inh: -22%; Apoferritin bind: -19%; APEX1 inh: -7%; Pol beta inh: -29%; BLM inh: -5%

Results for COC(=O)CC1C(=O)NCCN1C(=S)Nc1ccc(F)cc1 (centres undefined) ?
POLH inh: -9%; Pol iota inh: -5%; GRP78 ERSR act: -2%; LDHA inh: -6; Pol kappa inh: 8%; Apoferritin bind: -6%; APEX1 inh: inconclusive; Pol beta inh: 32%; BLM inh: 2%

How did O=C(CSc1nnnn1C1CCCC1)NCc1ccc2c(c1)OCO2 do in these assays?
POLH inh: -11%; Pol iota inh: 5%; GRP78 ERSR act: -2%; LDHA inh: -7; Pol kappa inh: -6%; Apoferritin bind: -8%; APEX1 inh: 0%; Pol beta inh: 19%; BLM inh: -3%

How did CCOC(=O)C1=NN(C(=O)Nc2ccc(OC)cc2)C2C(=O)N(c3cccc(C(F)(F)F)c3)C(=O)C12 (centres undefined) do in these assays?
POLH inh: -4%; Pol iota inh: 30%; GRP78 ERSR act: -4%; LDHA inh: -8; Pol kappa inh: -10%; Apoferritin bind: 7%; APEX1 inh: -1%; Pol beta inh: -2%; BLM inh: -2%

What do the screens show for `CCN1Cc2ccccc2-c2ccccc2S1(=O)=O`?
POLH inh: -6%; Pol iota inh: -12%; GRP78 ERSR act: -4%; LDHA inh: 1; Pol kappa inh: -3%; APEX1 inh: 0%

What do the screens show for `O=C(Nc1ccccc1)Nc1ccccc1Br`?
POLH inh: 3%; Pol iota inh: 155%[activator]; GRP78 ERSR act: 7%; LDHA inh: -2; Pol kappa inh: -17%; Apoferritin bind: -10%; APEX1 inh: inconclusive; Pol beta inh: 9%; BLM inh: -4%

Results for CC(C)c1nc(C#N)c(NCCCn2ccnc2)o1 ?
POLH inh: -8%; Pol iota inh: 14%; GRP78 ERSR act: -4%; LDHA inh: -1; Pol kappa inh: 3%; Apoferritin bind: -6%; APEX1 inh: 2%; Pol beta inh: 18%; BLM inh: -4%

How did CCn1cnc2c(NCCc3cccnc3)nc(C#N)nc21 do in these assays?
POLH inh: -7%; Pol iota inh: 2%; GRP78 ERSR act: -5%; LDHA inh: 1&-9; Pol kappa inh: -2%; APEX1 inh: -7%

How did CCSc1nc2cc(C(=O)OC)ccc2c(=O)n1CC do in these assays?
POLH inh: -9%; Pol iota inh: -24%; GRP78 ERSR act: -4%; LDHA inh: 0; Pol kappa inh: -6%; Apoferritin bind: 2%; APEX1 inh: 18%; Pol beta inh: 21%; BLM inh: 3%

Results for Cc1cc(NC(=O)Cn2cc([N+](=O)[O-])cn2)no1 ?
POLH inh: -13%; Pol iota inh: 25%; GRP78 ERSR act: -5%; LDHA inh: 2; Pol kappa inh: -2%; Apoferritin bind: -4%; APEX1 inh: 15%; Pol beta inh: 46%[activator]; BLM inh: -3%

Results for COc1ccccc1Oc1ccc2c(c1)C(=O)N(c1ccc(O)cc1)C2=O ?
POLH inh: -20%; Pol iota inh: -1%; GRP78 ERSR act: -2%; LDHA inh: -7; Pol kappa inh: -13%; Apoferritin bind: -18%; APEX1 inh: -1%; Pol beta inh: -1%; BLM inh: -6%

What do the screens show for `COCC(=O)Nc1sc2c(c1C(=O)OC)C(C(=O)OC)CC2` (centres undefined)?
POLH inh: 0%; Pol iota inh: 37%[activator]; GRP78 ERSR act: -7%; LDHA inh: -3; Pol kappa inh: -3%; Apoferritin bind: -7%; APEX1 inh: -1%; Pol beta inh: 19%; BLM inh: -5%

Results for Cc1ccc(-n2c(CNc3ccc(F)cc3)nnc2SCC(N)=O)cc1 ?
POLH inh: -12%; Pol iota inh: 14%; GRP78 ERSR act: -16%; LDHA inh: -2; Pol kappa inh: 4%; Apoferritin bind: -9%; APEX1 inh: -3%; Pol beta inh: 28%; BLM inh: -5%

Structural class: the entries above with a nitro group on carbon
How did CCCC(=O)N1CCN(c2ccc(NC(=O)c3ccc([N+](=O)[O-])o3)cc2)CC1 do in these assays?
POLH inh: 6%; Pol iota inh: 41%[activator]; GRP78 ERSR act: -18%; LDHA inh: 7; Pol kappa inh: -17%; Apoferritin bind: -15%; APEX1 inh: -12%; Pol beta inh: 1%; BLM inh: -6%

Results for Cc1cc([N+](=O)[O-])cc2ncccc12 ?
POLH inh: -10%; Pol iota inh: 3%; GRP78 ERSR act: 2%; LDHA inh: 2; Pol kappa inh: -1%; Apoferritin bind: -11%; APEX1 inh: -4%; Pol beta inh: -1%; BLM inh: -1%

Results for Cc1cc(NC(=O)Cn2cc([N+](=O)[O-])cn2)no1 ?
POLH inh: -13%; Pol iota inh: 25%; GRP78 ERSR act: -5%; LDHA inh: 2; Pol kappa inh: -2%; Apoferritin bind: -4%; APEX1 inh: 15%; Pol beta inh: 46%[activator]; BLM inh: -3%

A portion of the library. The share of hits here may be higher or lower than overall.
